Assay outcomes (PubChem)
H9c2 TAG inh = triacylglycerol accumulation inhibition; H9c2 cells, Nile Red lipid (TAG) fluorescence; cells loaded with 200 µM oleic acid; inhibition, % at 12.5 µM; hit rate 0.66% among 230,000; AID 651582;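 active means pattern-corrected inhibition of lipid staining of at least 50% with the nuclear-stain viability signal not falling by more than 50%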;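 further: 0% = DMSO wells and 100% = triacsin C control wells; some results filed as inactive read as strong as hits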
H9c2 TAG inh DAPI viability = also measured in H9c2 TAG inh; calls as there; DAPI nuclei signal change (viability), lower = more cytotoxic, %;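 whole-well DAPI fluorescence read on a plate reader as a viability signal; minus 50 percent equals half of cells still viable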
The depositor's hits bear a star; i = inactive; · = not tested or not shown.

SMILES	H9c2 TAG inh	H9c2 TAG inh DAPI viability
Cc1cnc(NC(=O)c2ccc3c(c2)C(=O)N(Cc2ccco2)C3=O)s1	4	2
COc1ccc(-c2cc(C(F)(F)F)nc(NC3CCCC3)n2)cc1OC	-2	29
COC(=O)Cc1ccc(OC(=O)CCS(=O)(=O)c2ccc(C)cc2)cc1	0	-6
CC1(C(=O)Nc2ccc3c(c2)OCO3)CCN1C(=O)CCc1ccc(Cl)cc1Cl (stereo not given)	-3	-3
CC(C)(C)C(=O)Nc1cccc(-c2nnc(-c3cccc(NC(=O)C(C)(C)C)c3)o2)c1	31	-11
c1ccc(CNc2ncnc3[nH]ncc23)cc1	8	-6
Cc1ccc(/C=N/NC(=O)CNC(=O)COc2ccccc2)o1	-17	14
O=C(NN=Cc1c(O)ccc2ccccc12)c1ccncc1	32	-9
CCCc1cc(C(=O)Nc2ccc(C(=O)c3ccc(F)cc3)cc2)n(C)n1	-8	3
CC1=CC2=NC(=O)CC(C)(C(=O)N(CC(=O)NC3CCCC3)c3ccccc3C)N2C=C1 (stereo not given)	-1	-3
O=S(=O)(Nc1nccs1)c1ccc(F)cc1	7	-2
O=C(O)CSc1nnc(-c2ccco2)o1	2	-7
CC(C)(C)N(Cc1ccccc1)C(=O)COC(=O)c1ccc(S(=O)(=O)N2CCOCC2)cc1	-13	0
CCN1CCN(c2nc3c(c(=O)[nH]c(=O)n3C)n2Cc2ccccc2)CC1	-7	-1
Cc1nc(SCc2ccccc2)n[nH]1	10	-12
Cc1ccccc1NS(=O)(=O)c1ccc(OCC(=O)NCc2ccco2)cc1	-1	-8
COc1cccc(CNC(=O)CCC(=O)N2CCSc3ccccc32)c1OC	0	-16
Cc1cccc(N2C(=O)N3[C@@H]4c5ccccc5OC[C@@H]4[C@@H](c4ccccc4)[C@@]3(C)C2=O)c1	9	-4
CN(C)CC1CCC/C(=C\c2ccc(OC(=O)/C=C/c3ccc(Cl)c(Cl)c3)cc2)C1=O (stereo not given)	7	9
COc1cc(/C=C/C(=O)N(C)CC(=O)Nc2ccccc2Br)cc2c1OCCO2	-3	-2
CCCN(C(=O)CSc1nc2cc(S(=O)(=O)N(CC)CC)ccc2o1)C1CCS(=O)(=O)C1 (stereo not given)	-51	2
O=C(CN1CCCC1)Nc1ccc(-c2nc3cc(NC(=O)CN4CCCC4)ccc3o2)cc1	52*	·
CSc1ccccc1NC(=O)CN(C)CC(=O)Nc1cc(C)ccc1C	20	-7
COc1ccc(OC)c(N(CC(=O)NCc2ccccc2)S(=O)(=O)c2ccc(OC)c(OC)c2)c1	22	-15
CN1CCCN=C1/C=C/c1cccs1	-2	1
O=C(Nc1ccc(F)cc1)c1ccccc1Oc1ccc(C(F)(F)F)cc1[N+](=O)[O-]	-8	2
COCCn1c(-c2ccc(OC)cc2)nc2ccccc21	7	-4
Nc1[nH]n(-c2ccccc2)c(=O)c1N=Nc1ccccc1[N+](=O)[O-]	28	-5
CCOc1ccc(S(=O)(=O)N/N=C(\C)C2CCCCC2)cc1	-24	4
CCCCN(C(=O)C1CC(=O)N(c2ccc3c(c2)OCCO3)C1)c1c(N)n(CC(C)C)c(=O)[nH]c1=O (stereo not given)	-11	-5
CC1(C(=O)NS(=O)(=O)c2cccc(C#N)c2)CCN1C(=O)CC1CCCCC1 (stereo not given)	-6	10
CCC(=O)N(CCC(Cc1ccccc1)c1ccc2c(c1)OCO2)Cc1ccccc1F (stereo not given)	-2	-7
CCOc1ccc(NC(=O)CN(C)C(=O)CCC2CCCCC2)cc1OCC	5	-7
COc1ccc(CCNC(=O)C2CC(c3ccccc3C(F)(F)F)=NO2)cc1 (stereo not given)	-9	-4
Cc1ccc(OCc2cc(C(=O)N(C)Cc3cnn(-c4ccccc4C)c3)no2)cn1	-18	1
O=C(Nc1ccc2c(c1)OCCO2)c1cc(-c2ccccn2)nc2ccc(Br)cc12	3	8
CCC(/C=N/NC(=O)CCCCC(=O)N/N=C/C(CC)CC)CC	2	-9
COc1ccc(C(=O)COC(=O)c2ccc([N+](=O)[O-])s2)cc1OC	14	-6
Nc1nonc1C(=O)N/N=C/c1ccc(Br)o1	12	-5
O=C(O)CCCC(=O)Nc1nncs1	-4	16

Structures listed so far containing bromine:
SMILES	H9c2 TAG inh	H9c2 TAG inh DAPI viability
COc1cc(/C=C/C(=O)N(C)CC(=O)Nc2ccccc2Br)cc2c1OCCO2	-3	-2
O=C(Nc1ccc2c(c1)OCCO2)c1cc(-c2ccccn2)nc2ccc(Br)cc12	3	8
Nc1nonc1C(=O)N/N=C/c1ccc(Br)o1	12	-5

Following part.
SMILES	H9c2 TAG inh	H9c2 TAG inh DAPI viability
O=C(O)COc1ccccc1/C=N/NC(=O)c1cc(-c2ccc(Cl)cc2)nc2ccccc12	-4	3
Cn1c(SCCOc2ccccc2F)nc2ccccc2c1=O	-17	-3
CCN1CCN(C(=O)c2cn(CC)c3ccc(S(=O)(=O)N(C)C)cc3c2=O)CC1	2	0
CCOc1ccc(Cl)cc1S(=O)(=O)n1nnc2ccccc21	24	-17
Cc1nnc(SCC(=O)Nc2ccc(N3CCOCC3)cc2)o1	-5	3
O=C(c1ccccc1[N+](=O)[O-])n1cnc2ccccc21	7	-13
COCCN(Cc1nc(C2(c3ccc(C)cc3)CCCC2)no1)C(C)C	-3	-6
CCCN1Cc2cc(OC)ccc2-c2ccccc2S1(=O)=O	-12	10
COCC(=O)N/N=C\c1cccc(OC)c1OC/C=C/c1ccccc1	7	-8
COc1cc(/C=C(\C#N)C(=O)Nc2ccccc2F)ccc1OCCN1CCOCC1	-12	6
COC(=O)CNC(=O)CN1c2cccc3cccc(c23)S1(=O)=O	-26	-4
NC(=O)CC(NC(=O)Cc1ccc(Br)cc1)c1ccc(NCCOc2ccccc2)c([N+](=O)[O-])c1 (stereo not given)	-5	3
O=C(COc1ccc(Br)cc1)NNC(=O)Cc1ccc(S(=O)(=O)N2CCOCC2)s1	8	-2
O=C(NC(=S)Nc1cccc(O)c1)C1CCCCC1	-1	5
Cc1cccc(OCC(=O)NCC(C)(C)N2CCOCC2)c1	1	0
Cc1ccc(C2=NOC(C)(c3nnc(-c4ccncc4)o3)C2)cc1 (stereo not given)	-12	2
O=C(CCNS(=O)(=O)c1ccc(Cl)cc1)N1CCN(c2ncccn2)CC1	-10	9
N#CCC(=O)c1sccc1-n1cccc1	0	11
CCn1c(Cc2ccc(OC)cc2)nnc1SCC(=O)N1CCN(c2ccccc2)CC1	-6	-3
COc1ccc(C(=O)c2ccccc2O)c(O)c1	0	-1

Three entries picked at random from the list so far, as already listed:
SMILES	H9c2 TAG inh	H9c2 TAG inh DAPI viability
c1ccc(CNc2ncnc3[nH]ncc23)cc1	8	-6
COc1cccc(CNC(=O)CCC(=O)N2CCSc3ccccc32)c1OC	0	-16
CN1CCCN=C1/C=C/c1cccs1	-2	1

Next structures follow.
SMILES	H9c2 TAG inh	H9c2 TAG inh DAPI viability
Cc1ccsc1C(=O)C1CCCN(Cc2cc(F)ccc2-n2cccn2)C1 (stereo not given)	-22	23
CCn1ccnc1CN1CCC(n2nccc2NC(=O)c2ccccc2OC)CC1	-12	7
CN1C(=O)C(CC#N)(C2(CC#N)C(=O)N(C)c3ccccc32)c2ccccc21 (stereo not given)	-23	i
CCN1CCN(S(=O)(=O)c2ccc(OC)c(NC(=O)c3ccccc3)c2)CC1	-7	4
Cc1cc(=O)c2c([nH]1)c(C)cc1[nH]c(C)c(C)c12	4	11
Cn1c(=N)n(CC(O)c2ccccc2)c2ccccc21 (stereo not given)	21	-12
COc1cccc(CN2CCC(C)(Oc3cccc(Cl)c3)C2)c1OC (stereo not given)	-14	14
COc1cccc(NC(=O)CSc2nc3ccccc3c(=O)n2C)c1	-34	6
Cc1cc(C)c2cc(C#N)c(N3CCCC3)nc2c1	0	6
COc1ccc(CCNC(=S)NC(=O)c2c(-c3ccccc3Cl)noc2C)cc1OC	-9	3
O=C(C[n+]1ccccc1)Nc1ccccc1[N+](=O)[O-]	4	3
Cc1ccc(NC(=O)CN2C(=O)c3ccccc3C2=O)c(C)c1	2	-7
COCCCn1c(Cc2csc(Nc3ccc(F)cc3)n2)nnc1SCC(N)=O	-10	13
Cc1ccc(C(=O)COC(=O)CCS(=O)(=O)c2ccccc2)cc1[N+](=O)[O-]	28	1
COC(=O)CSc1nnc(-c2sc3ccccc3c2Cl)o1	1	15
CC(C)NC(=O)C1CCN(C2CCN(C(=O)C3=CCCC3)CC2)CC1	4	-1
Cn1c(=O)c(C(=O)NCCc2ccc(Cl)cc2)c(O)c2ccccc21	0	2
Cc1ccc(NC(=S)N(C)C)cc1C	8	1
O=C(CC(O)(CC(=O)OCc1ccccc1)C(=O)OCc1ccccc1)OCc1ccccc1	-5	-4
CC(NC(=O)NCCCn1ccnc1)(C(F)(F)F)C(F)(F)F	-8	-1

Entries of single compounds, quoted from the list. Values in the order: H9c2 TAG inh | H9c2 TAG inh DAPI viability
O=C(C[n+]1ccccc1)Nc1ccccc1[N+](=O)[O-] in the list: 4 | 3
COc1cccc(NC(=O)CSc2nc3ccccc3c(=O)n2C)c1 in the list: -34 | 6
Cc1ccc(C(=O)COC(=O)CCS(=O)(=O)c2ccccc2)cc1[N+](=O)[O-] in the list: 28 | 1
Cc1cc(C)c2cc(C#N)c(N3CCCC3)nc2c1 in the list: 0 | 6
Cc1cc(=O)c2c([nH]1)c(C)cc1[nH]c(C)c(C)c12 in the list: 4 | 11

Next compounds.
SMILES	H9c2 TAG inh	H9c2 TAG inh DAPI viability
CC(C)(C)n1nnnc1CN1CCN(C2CCCC2)CC1	-7	1
Cc1ccc(C(=O)Nc2cc(=O)n(C)c(=O)n2C)cc1C	-32	8
Cc1ccccc1-c1cc2nc(Oc3ccc4c(c3)OCO4)n(C)c(=O)c2s1	-19	-1
CCC(=O)n1nc(-c2ccco2)nc1SCc1ccccc1	29	-20
CCOc1ccc(NC(=O)Nc2nc3ccc(S(C)(=O)=O)cc3s2)cc1	-2	5
CCc1ccccc1Nc1nc(N)nc(COC(=O)C2CCN(C(=O)c3ccc(F)cc3)CC2)n1	-13	-3
O=C(N/N=C1\CCc2ccccc21)c1ccc(O)cc1	-2	0
O=C(Nc1ccnn1C1CCN(Cc2ccccc2F)CC1)C1CCCC1	-26	0
S=C(Nc1ccccc1)NC1CCN(Cc2ccccc2)CC1	-9	7
COC(=O)/C=C/c1ccc2c(c1)S(=O)(=O)N(c1cccc(OC)c1)[C@H]2CC(=O)OC	-1	-6
Cc1ccc2c(c1)/C(=N/OC(=O)c1ccc(F)cc1)CCS2	-2	-10
CCN(CC)C(=S)SCC(=O)Nc1ncc2c(n1)CC(C)(C)CC2=O	0	-1
Cc1noc(C)c1NC(=O)N(C)C[C@@H]1Oc2ccc(NC(=O)CCC(F)(F)F)cc2CC(=O)N([C@@H](C)CO)C[C@@H]1C	-18	1
COc1ccccc1CNC(=O)COC(=O)Cn1cnc2ccccc21	6	-15
COC(=O)c1ccccc1N=C(SC)N(C)C	-2	12
CCOC(=O)c1ccc(NC(=O)Cn2nnc(-c3ccc(C)cc3)n2)cc1	15	-2
Cc1oc(-c2ccc(Cl)cc2)nc1CN1CCCC(C(=O)NCCCN2CCOCC2)C1 (stereo not given)	5	40
CSc1nc(SCCN(C)C)c2c3c(sc2n1)COC(C)(C)C3	17	-1
O=C(Oc1ccc(-c2nnco2)cc1)c1ccco1	11	-6
COC(=O)c1ccc(C23CC4(C2)[C@H](CN(C)[C@@H]4c2ccccc2)C3c2ccc(C(F)(F)F)cc2)cc1 (stereo not given in full)	-31	8
COc1cc(OC)cc(-c2nnc(NC(=O)CCS(=O)(=O)c3ccc(C)cc3)o2)c1	3	5
CCN(C(=O)CSc1nc(-c2ccccc2)c(-c2ccccc2)[nH]1)C1CCS(=O)(=O)C1 (stereo not given)	1	-1
Cc1cccc(C)c1NC(=O)CN(C)CC(=O)Nc1ccc(F)c(Cl)c1	-5	10
CC(Oc1ccc(-c2ccccc2)cc1)C(=O)N1CCOCC1 (stereo not given)	16	11
Nc1ccc(/C=C/C(=O)c2ccco2)cc1	-23	-6
Cc1ccc(C)c(COc2coc(CN3CCN(C(=O)c4ccco4)CC3)cc2=O)c1	4	-3
COC(=O)c1cc(NC(=O)c2ccc([N+](=O)[O-])cc2)c(=O)oc1C	7	1
CNC(=O)/C(C#N)=C/c1cn(CC(=O)NCc2ccco2)c2ccccc12	-6	9
Cc1cnc(NC(=O)c2ccc3c(c2)OCCO3)s1	39	-22
Cn1c(=O)c2c(ncn2CC(O)CNc2ccc(F)cc2)n(C)c1=O (stereo not given)	0	0
CCN(CC)CCNC(=O)c1ccc(NC(=O)Cc2ccc(OC)c(S(=O)(=O)N3CCOCC3)c2)cc1	2	3
Cn1c(SCC(=O)Nc2ccccc2C(F)(F)F)nc2c(c1=O)SCC2	-1	3
COc1ccc(CNC(=O)C(=O)NCC2OCCN2S(=O)(=O)c2cccs2)cc1 (stereo not given)	1	-4
O=C1CCCc2c1cc(C(=O)NCCCN1CCOCC1)c(=O)n2-c1ccc(Cl)cc1	-3	8
O=S(=O)(c1ccc(NCc2ccc(F)cc2)nc1)N1CCCC1	-46	-9
CCN(CC)CCNC(=O)c1ccc(Cl)c(S(=O)(=O)Nc2ccccc2OC)c1	3	-7

A portion of the library; count on the stated rates, not on these rows.
